Compound activity from PubChem BioAssay.
Rac1 mut GTP: GTP binding modulators of activated mutant Rac1, primary screen, biochemical, bead-based flow cytometry, multiplex, fluorescent GTP | Ras-related C3 botulinum toxin substrate 1 (Homo sapiens), P63000 | GST-Rac1 activated beads; actives lie on both sides; 100% means binding = to untreated wells | percent activity (GTP binding), % at 10 µM | 190,000 tested, 0.11% active | AID 764, 2007;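 active = GTP binding at least 20 percentage points away from the 100% baseline, in either direction, so actives lie on both sides; inconclusive = Compound likely fluorescent itself, or too few beads counted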
Mcl1-Noxa inh: Mcl-1/Noxa binding inhibitors, primary screen, biochemical, TR-FRET, 1536-well; AID 1022, 2008; Induced myeloid leukemia cell differentiation protein Mcl-1 (Homo sapiens), Q07820; inhibition, % at 21.7 µM; TR-FRET Mcl-1/Noxa peptide binding, 2 h; 220,000 tested, 1.5% active;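 active = compounds that cut the protein-peptide binding signal by more than 50% relative to plate controls in a single-dose test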;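 note: His-tagged Mcl-1 with rhodamine Noxa BH3 peptide and terbium anti-His antibody; 0% = Mcl-1 plus Noxa peptide wells and 100% = peptide-only wells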
Target sequence (Q07820 whole entry, looked up): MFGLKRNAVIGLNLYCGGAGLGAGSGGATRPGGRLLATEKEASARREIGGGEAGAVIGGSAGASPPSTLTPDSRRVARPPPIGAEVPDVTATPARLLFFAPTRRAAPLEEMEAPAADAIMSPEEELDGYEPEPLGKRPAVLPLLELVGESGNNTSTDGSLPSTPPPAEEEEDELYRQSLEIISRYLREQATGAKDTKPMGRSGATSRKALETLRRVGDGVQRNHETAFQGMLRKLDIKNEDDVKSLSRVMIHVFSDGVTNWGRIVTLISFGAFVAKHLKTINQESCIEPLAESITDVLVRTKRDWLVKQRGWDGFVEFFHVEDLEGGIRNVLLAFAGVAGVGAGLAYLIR
HRas wt GTP bind: modulators of GTP binding to HRas wildtype, primary screen, biochemical, bead-based flow cytometry, multiplex | GST-Ras wt beads, Bodipy-FL-GTP binding; actives lie on both sides | 190,000 tested, 0.14% active | GTP binding activity, % at 10 µM | AID 759, 2007;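 active = GTP binding activity at least 20% away from the 100% baseline, either lowered as inhibitor or raised as activator; inconclusive = flagged as likely green fluorescent, judged across all proteins in the well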;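 note: 0% = unlabeled GTP competition control and 100% = no-compound control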
Target sequence (P01112 whole entry, looked up): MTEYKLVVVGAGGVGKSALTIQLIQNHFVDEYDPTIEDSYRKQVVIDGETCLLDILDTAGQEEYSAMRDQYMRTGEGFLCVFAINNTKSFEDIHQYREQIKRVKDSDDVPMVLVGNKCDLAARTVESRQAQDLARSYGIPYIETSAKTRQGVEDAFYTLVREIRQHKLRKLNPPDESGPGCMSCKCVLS
Cdc42 wt GTP: modulators of GTP binding to wildtype Cdc42, primary screen, biochemical, multiplex bead flow cytometry, Bodipy-GTP | Cell division control protein 42 homolog (Homo sapiens), P60953 | GST-Cdc42 beads; actives lie on both sides | percent activity (GTP binding), % at 10 µM | 190,000 tested, 0.2% active | AID 761, 2007;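 active = percent activity GTP binding at least 20 points away from the 100% baseline, either down as inhibitor or up as activator; inconclusive = compound flagged as likely green fluorescent from well-wide comparison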;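 note: median bead fluorescence of bound Bodipy-FL-GTP at 100 nM; 0% = excess unlabeled GTP control and 100% = no compound control; below 100% means less GTP binding so inhibitor and above means activator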
Target sequence (P60953 whole entry, looked up): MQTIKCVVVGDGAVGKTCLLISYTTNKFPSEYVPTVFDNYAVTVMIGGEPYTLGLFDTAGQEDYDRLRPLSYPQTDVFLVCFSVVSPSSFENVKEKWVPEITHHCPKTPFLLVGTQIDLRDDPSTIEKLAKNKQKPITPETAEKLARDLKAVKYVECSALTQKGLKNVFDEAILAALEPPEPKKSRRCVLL
Rab7 wt modul: modulators of GTP binding to Rab7, primary screen, biochemical, wildtype, multiplex bead flow cytometry. Rab7 GTPase wild type (dog), Bodipy-FL-GTP binding. GST-Rab7 beads, fluorescent GTP binding; actives lie on both sides; untreated = 100%, excess cold GTP = 0%. GTP binding activity (percent of control), % at 10 µM. 190,000 tested, 0.055% active. AID 758, 2007;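 active = fluorescent GTP binding to Rab7 beads changed by at least 20 points from the 100% baseline, either direction, mostly lower; inconclusive = compound itself probably fluorescent, or too few beads counted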;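 note: median green fluorescence of bound Bodipy-FL-GTP per Rab7 bead population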
RGS8-Gao reg: RGS8-Galphao binding modulators, primary screen, biochemical, multiplexed bead flow cytometry; response (percent of control binding), % at 10 µM; 220,000 tested, 0.34% active; actives lie on both sides; Guanine nucleotide-binding protein G(o) subunit alpha (Homo sapiens), P09471; in the data active = response below about 60% or above about 140%; inactive = in between;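 note: Galphao activated as the GDP aluminium fluoride complex binding bead-coupled RGS8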
Mcl1-Bid inh: Mcl-1/Bid binding inhibitors, primary screen, biochemical, TR-FRET, 1536-well; TR-FRET Mcl-1/Bid-Dy647 peptide binding; inhibition, % at 21.7 µM; Induced myeloid leukemia cell differentiation protein Mcl-1 (Homo sapiens), Q07820; 220,000 tested, 0.97% active;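 active = compounds that cut the binding signal by more than half at the single screening dose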;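 note: His-tagged Mcl-1 with europium anti-His antibody binding Bid BH3 peptide; 0% = Mcl-1 plus peptide wells and 100% = peptide-only wells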
Bim-Mcl-1: inhibitors of Bim peptide binding to Mcl-1, primary screen, biochemical, bead-based flow cytometry, multiplex. Induced myeloid leukemia cell differentiation protein Mcl-1 (Homo sapiens), Q07820. Bim peptide-Mcl-1 binding. inhibition, % at 10 µM. 190,000 tested, 0.1% active; in the data active = inhibition above about 40%;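 note: 0% = no compound tracer wells and 100% = peptide blocker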
Pf gametocyte: late stage P. falciparum gametocyte viability inhibitors, primary screen, ATP luminescence, HTS. AID 743093, 2013. 150,000 tested, 0.065% active. P. falciparum stage V gametocytes, 24 h. inhibition, % at 10.9 µM;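 active = inhibition above the mean plus 3 SD of compounds within the control limits, set per campaign, cut at about 38% in these data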;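 note: 0% = DMSO wells and 100% = medium only without gametocytes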
Rab2A wt mod: modulators of GTP binding to Rab2A wildtype, primary screen, biochemical, dog, bead-based flow cytometry, multiplex. Ras-related protein Rab-2A (Canis lupus familiaris), P61105. GST-Rab2 wt beads, Bodipy-GTP binding. GTP binding activity, % at 10 µM. 190,000 tested, 0.19% active;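 active = GTP binding activity at least 20 points away from 100%, either lowered or raised; inconclusive = signal likely due to the compound's own green fluorescence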;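 note: 0% = beads with excess unlabeled GTP and 100% = no-compound control corrected for plate trend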
Rac1 wt GTP bind: wildtype Rac1 GTP binding modulators, primary screen, biochemical, GST-Rac1 beads, flow cytometry, multiplex; Ras-related C3 botulinum toxin substrate 1 (Homo sapiens), P63000; fluorescent GTP binding; actives lie on both sides; 0 = cold GTP competed, 100 = untreated; GTP binding activity (% of control), % at 10 µM; 190,000 tested, 0.27% active; AID 757, 2007;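 active = GTP binding activity at least 20 points away from the 100% control level, either lower or higher; inconclusive = compound flagged as likely green fluorescent, judged across all proteins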
Numbers without * were called inactive; ? = inconclusive; / = no result given; [ ] = another dose, or the depositor's remark.

SMILES	Rac1 mut GTP	Mcl1-Noxa inh	HRas wt GTP bind	Cdc42 wt GTP	Rab7 wt modul	RGS8-Gao reg	Mcl1-Bid inh	Bim-Mcl-1	Pf gametocyte	Rab2A wt mod	Rac1 wt GTP bind
O=[N+]([O-])c1ccc(N2CCCC2)cc1NC(c1ccccc1)c1ccccc1	100	5	101	98	100	98	-5	0	5	99	103
CC1(C)Oc2ccc3ccc(=O)oc3c2C(N2CCCCC2)C1O (stereo not given)	100	25	104	105	97	101	-16	-1	16	103	103
COC1=C(Nc2ccc(OC)cc2)C(=O)c2ccccc2C1=O	100	3	101	100	98	99	-73	-2	-1	100	103
CCOC(=O)C(O)(NC(=O)c1cccnc1)C(F)(F)F (stereo not given)	105	-3	105	110	101	91	-26	0	5	103	114
CCC(C)(C)NC(=O)c1ccc2c(c1)N(CC(=O)OC)C(=O)C(C)(C)O2	101	11	103	107	100	98	-3	0	-21	103	120*[activator]
COc1ccc(NC(=O)COC(=O)c2c3c(nc4ccccc24)CCCC3)cc1Cl	93	11	96	96	97	99	-10	-1	-1	95	96
Cc1cc(=O)[nH]c(CN2CCC(c3ccccc3)CC2)n1	95	-10	100	99	110	99	-11	-1	15	103	104
COc1ccc(/C=C/C(=O)C2C(=O)C=C(C)OC2=O)cc1O (stereo not given)	?	10	?	?	?	102	-2	-1	2	?	?
CCn1ncc(Br)c1C(=O)Nc1cccc(F)c1	95	4	99	96	104	98	-13	0	14	98	96
CC(C)(C)c1cc(C(=O)N/N=C/c2ccc(F)cc2)n(-c2ccccc2)n1	97	-1	98	97	102	98	3	-3	/	98	102
COc1cc(CNCCN(C)C)c(Br)cc1OC1CCCC1	95	20	98	95	98	100	15	-1	19	98	96
Cc1cc(NC(=O)c2ccc(S(=O)(=O)N3CCc4ccccc43)cc2)no1	100	7	100	96	95	102	-56	-1	4	100	102
COCCCn1c(SCC(=O)Nc2cccc(C(=O)OC)c2)nnc1-c1ccncc1	96	5	100	99	97	100	-22	-4	13	96	100
C=CCNC(=O)c1csc(-c2ccccc2)n1	95	9	95	96	98	109	-14	-8	7	97	98
COc1ccccc1Sc1nc(-c2ccccc2)ncc1OC	95	5	99	100	95	101	10	-27	13	98	101
COc1cccc(NC(=O)CSc2nc3c(c(=O)n2C)SC(C)C3)c1 (stereo not given)	99	-16	99	101	95	100	-27	0	/	97	102
CCN(CC(O)COCc1ccc(Cl)cc1)C1CCCCC1 (stereo not given)	99	0	101	101	98	104	3	0	/	101	103
CCOC(=O)c1c(C)[nH]c(C(=O)COC(=O)CNC(=O)c2ccc(Cl)cc2)c1C	95	-5	95	97	97	101	-18	0	7	94	99
COc1ccc(C(=S)N2CCOCC2)cc1OC(=O)c1cc([N+](=O)[O-])c(C)c([N+](=O)[O-])c1	94	0	94	96	94	101	-37	-4	/	94	95
O=C(Nc1scc(-c2cccs2)c1C(=O)O)c1cccs1	94	24	97	99	97	99	2	-5	/	97	100
CCOC(=O)Nc1ccc(NS(=O)(=O)c2ccc(C)cc2)cc1	99	6	100	103	97	102	-12	-2	/	98	100
Cc1cc(C(=O)OCC(=O)N2CCc3ccccc32)c(C)o1	101	-9	106	108	100	102	-3	-3	/	104	107
COc1ccc(-n2c(=O)cc(N3CCc4ccccc43)[nH]c2=O)cc1	99	5	101	101	98	102	-19	0	3	98	112
CCCC(=O)Nc1nc(C)c(-c2csc(Nc3cc(OC)ccc3OC)n2)s1	98	15	99	100	97	101	-24	0	/	99	101
CN(C)S(=O)(=O)Oc1ccsc1C(=O)Nc1ccccc1Cl	97	8	101	96	98	102	-5	-1	/	98	103
CCOC(=O)N1CCN(c2ccc(F)cc2[N+](=O)[O-])CC1	96	-1	99	99	98	101	-3	-4	/	99	102
CC(=O)c1c(C)[nH]c(C(=O)Nc2ccc(C)cn2)c1C	98	5	102	103	99	99	-18	0	/	100	104
Nc1cc(N)nc(SCC(=O)NCC2CCCO2)n1 (stereo not given)	101	9	103	107	100	99	-17	0	14	102	106
Cc1ccc(/C=N\NC(=O)C2COc3cc4ccccc4cc3O2)o1 (stereo not given)	94	18	94	93	94	100	-17	-3	18	94	94
Cc1cccc(NC(=O)Cn2nnc(-c3cccs3)n2)c1C	101	2	103	103	102	101	-22	0	-5	103	105
CCOc1cccc(/C(O)=C2/C(=O)C(=O)N(CCN3CCOCC3)C2c2cccnc2)c1 (stereo not given)	99	-7	101	99	100	112	-24	-4	/	102	101
CC1(C)N=C(/C=N/O)C=[N+]1[O-]	96	-24	99	102	102	104	-29	0	-12	99	102
c1ccc(-c2cnc(-c3ccccc3)nc2)cc1	100	-13	101	100	98	103	-1	-1	/	99	101
O=C(NCc1ccccc1)c1ccccc1OCC(=O)N1CCCCC1	97	8	98	95	97	99	-11	0	-3	98	96
Cc1noc(C)c1S(=O)(=O)N1CCC(C(=O)N2CCC(N3CCCCC3)CC2)CC1	93	12	96	100	98	103	-24	0	/	98	98
COc1ccc(NC(=O)CCN2CCCCCC2)c(OC)c1	104	-9	106	106	100	100	-16	-5	/	104	109
CCCCOc1ccc(CNn2c(C)nc3ccccc3c2=O)cc1	97	8	98	98	97	101	1	-2	/	97	97
CC(=O)Nc1ccccc1OCC(=O)NC(C)c1ccc(F)cc1 (stereo not given)	98	14	98	97	95	101	4	-5	14	100	104
CCS(=O)(=O)Nc1ccc(C2=NN(C(=S)Nc3ccccc3)C(c3ccco3)C2)cc1 (stereo not given)	101	22	99	99	99	88	-105	-1	6	99	104
O=C(NC(=S)NCCc1ccccc1)c1ccco1	96	9	102	99	104	101	-6	-2	/	101	104
O=C(Nc1ccccc1)Nc1ccc(F)c([N+](=O)[O-])c1	98	17	101	100	101	99	-13	0	/	100	103
O=S(=O)(Nc1ccncc1)c1ccccc1	102	1	103	105	104	103	15	-1	36	102	109
CCC(=O)Nc1nn(C)c2nc3c(C)cccc3cc12	96	27	99	98	95	102	6	5	/	100	102
Cc1nnc(SCC(=O)N/N=C/c2cc(Cl)c(O)c(Cl)c2)s1	98	39	98	103	97	100	-21	-7	-2	96	101
NC(=O)CN1C(=O)C(O)(CC(=O)c2ccccc2O)c2ccccc21 (stereo not given)	98	9	98	100	100	104	-1	-5	/	100	103
COCCNC(=O)CSc1ccccc1C(=O)O	98	30	100	102	97	102	-21	0	16	101	101
CCCC1O[C@@H]2CC3C4CCC5=CC(=O)C=C[C@]5(C)C4C(OC(C)=O)C[C@]3(C)[C@]2(C(=O)COC(C)=O)O1 (stereo not given in full)	102	-4	101	105	98	97	-10	-14	/	103	107
O=C1CCCC2=C1C(c1ccc(OS(=O)(=O)c3ccc(Cl)cc3)cc1)C1=C(CCCC1=O)O2	95	9	100	99	99	100	5	2	-4	97	101
Cc1ccc(CC(=O)NCCCc2ccccc2)cc1	100	-1	100	104	96	102	-26	0	/	99	104
CCc1cccc(CC)c1NC(=O)NC1CCCCC1	100	6	101	97	98	103	-15	-3	/	100	101
COc1cccc(NC(=O)N2CCC(n3nnc4ccccc43)CC2)c1	97	17	98	98	96	98	-12	-1	4	94	97
CCN(CC)C(=O)C(=O)c1cccn1-c1cccc(OC)c1C#N	100	12	99	103	100	100	-15	-1	-29	101	101
Cc1ccc(/C=N/NC(=O)c2cccs2)cc1[N+](=O)[O-]	95	18	95	93	90	102	-13	0	-16	94	94
Cc1ccc(C2NC(=O)NC(O)(C(F)(F)F)C2C(=O)c2cccs2)o1 (stereo not given)	101	0	98	102	98	112	-19	-2	/	102	102
COC(=O)CCC(=O)Nc1sc(C)c(C)c1C(N)=O	100	-22	101	103	102	/	-24	-4	/	102	109
COC(=O)c1cc(CSc2nnc(NC3CCCCC3)s2)oc1C	95	9	99	99	96	103	-5	-9	/	98	98
Cc1nn(-c2ccccc2)c2c1C(c1ccc(Cl)cc1)N(c1ccccc1)C(=O)N2 (stereo not given)	100	6	101	102	99	103	-29	0	/	99	104
Cc1nn(C)cc1CNC(=O)c1cccc(Br)c1	98	13	102	102	97	103	1	0	/	99	105
COc1cccc(OC)c1C(=O)OCC(=O)NCC(C)C	96	12	97	102	96	89	8	4	-12	97	98
O=C(/C=C/N1CCOCC1)c1ccc(-c2ccccc2)cc1	98	16	102	101	98	98	-38	-2	/	100	100
Going on with the list.
SMILES	Rac1 mut GTP	Mcl1-Noxa inh	HRas wt GTP bind	Cdc42 wt GTP	Rab7 wt modul	RGS8-Gao reg	Mcl1-Bid inh	Bim-Mcl-1	Pf gametocyte	Rab2A wt mod	Rac1 wt GTP bind
Cc1ccc(-c2noc(CC(c3ccccc3)c3ccccc3)n2)cc1	98	23	97	102	98	100	22	-3	/	97	98
O=C1c2cccnc2C(=O)N1Cc1ccc2c(c1)OCO2	98	2	99	99	101	101	-12	0	16	98	100
CCOC(=O)c1[nH]c(C)c(/C(O)=C2\C(=O)C(=O)N(CCN(C)C)C2c2ccncc2)c1C (stereo not given)	96	19	97	98	94	108	-35	0	/	95	98
CC(=O)c1cccc(NC(=O)C2CC(c3ccc(F)cc3)=NO2)c1 (stereo not given)	98	9	98	98	101	98	-2	-3	/	100	100
CCCn1nnnc1SCC(=O)N1CCN(C(=O)c2ccco2)CC1	102	-1	100	104	101	100	-15	-2	-1	102	105
Cc1ccccc1OC(=O)CCC(=O)OCCCC(F)(F)C(F)(F)F	99	13	101	100	101	97	-11	0	/	99	105
O=C(CCNC(=O)OCc1ccccc1)NC1CCCCC1	97	6	99	99	99	107	10	-3	-5	98	102
Cc1ccc2c(Cl)c(C)c(N3CCCCC3)nc2n1	98	14	99	99	102	102	3	-1	-6	98	101
